Screening results deposited in PubChem by several laboratories.
GPR35 arrestin U2OS – GPR35 antagonists blocking zaprinast-driven arrestin recruitment, primary screen, imaging, U2OS, beta-arrestin-GFP, zaprinast agonist (AID 2058); U2OS GPR35 beta-arrestin-GFP translocation imaging, zaprinast antagonism; higher % means a stronger effect; 290,000 tested, 0.052% active; G-protein coupled receptor 35 (Homo sapiens); one-dose inhibition, % at 10 µM; IC50 in µM for titrated hits;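 active means inhibition of at least 50% with at least 30 cells and total cytoplasm GFP at most 10,000,000; inconclusive means under 30 cells or total GFP of 10,000,000 plus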
SV40 large T antigen – SV40 large T antigen inhibitors, biochemical (AID 1903) | inhibition, % at 20 µM, or IC50 in µM where a hit was titrated | SV40 large T antigen ATPase/helicase inhibition assay; higher % means a stronger effect | 310,000 tested, 0.39% active; in the data active means a potency from the dose series; inconclusive means inhibition mostly from about 32% at the one dose, without a potency; inactive means the rest, 99 in 100 with inhibition below about 32%; further: strong numbers were not always called active
ER stress rescue – rescue of cells from ER stress-induced death, primary screen, 384-well, CSM14.1, thapsigargin, ATP luminescence (AID 1222); CSM14.1 thapsigargin-induced death rescue, ATP luminescence; higher % means a stronger effect; cellular ATP content (survival), % at 20 µM, or EC50 in µM where a hit was titrated; 190,000 tested, under 10 active;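 active means EC50 below 50 µM in the dose-response confirmation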;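 further: death triggered by thapsigargin at about 15 µM added after 2 h compound pretreatment; cell ATP read after overnight thapsigargin exposure of roughly 18 to 22 hours; normalized against plate controls of thapsigargin alone and 5% DMSO vehicle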
Dengue-2 NS5 capping – Dengue-2 NS5 methyltransferase inhibitors, primary screen, biochemical, confirmation dose response (AID 588689); Genome polyprotein (Dengue virus type 2 (strain 16681-PDK53)); Dengue-2 NS5 methyltransferase capping enzyme assay, biochemical; higher % means a stronger effect; one-dose inhibition, % at 25 µM; IC50 in µM for titrated hits; 340,000 tested, 0.3% active; in the data active means a potency from the dose series; inconclusive means inhibition above about 29% without an active follow-up result
LYP inhibition – inhibitors of LYP phosphatase, biochemical, fluorescence intensity, uHTS (AID 1779); 290,000 tested, 0.054% active; recombinant LYP phosphatase, fluorescence intensity; higher % means a stronger effect; one-dose inhibition, % at 11.5 µM; IC50 in µM for titrated hits; in the data active means inhibition above about 50%;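 further: plate controls were vehicle with enzyme for no effect and no enzyme for full effect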
Rac1 GTP hydrolysis – MgcRacGAP GTPase-activating activity inhibitors, confirmation, biochemical, ADP Hunter fluorescence; Rac GTPase-activating protein 1 (Homo sapiens); AID 624330, 2012; 340,000 tested, 0.6% active; inhibition, % at 30 µM, or IC50 in µM where a hit was titrated; MgcRacGAP-stimulated Rac1 GTP hydrolysis, ADP Hunter fluorescence; higher % means a stronger effect; GST-tagged Rac1 F28L mutant substrate;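 active means first-screen hits whose inhibition reached a set limit at any dose in the follow-up dose series; inconclusive means inhibition above the set first-screen limit but never retested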;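 further: fluorescence reports GDP produced by GAP-driven GTP hydrolysis; strong numbers were not always called active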
West Nile virus CPE – West Nile virus antiviral activity, cell-based, CPE readout (AID 1621); West Nile virus-infected cells, CPE inhibition; higher % means a stronger effect; CPE inhibition, % at 10 µM, or IC50 in µM where a hit was titrated; 290,000 tested, 0.02% active; in the data active means a potency from the dose series; inconclusive means CPE inhibition mostly from about 3.7% at the one dose, without a potency; inactive means the rest, 99 in 100 with CPE inhibition below about 2.2%; further: strong numbers were not always called active
PhoP inhibition – inhibitors of PhoP regulon expression, primary screen, Salmonella Typhimurium, GFP reporter (AID 1863); S. Typhimurium PhoP-regulated promoter GFP reporter, 4 h; higher % means a stronger effect; 300,000 tested, 0.16% active; inhibition, % at 50 µM; hits with a dose series show IC50 in µM;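 active means inhibition over 29.93%, a cutoff 3 SD above the screen mean, later confirmed by dose response; inconclusive means inhibition over 29.93% but no dose response follow-up; inactive means inhibition at most 29.93% or unconfirmed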;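 further: 0% = low Mg2+ inducing control and 100% = high Mg2+ repressing control; strong numbers were not always called active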
RSV antiviral HEp-2 – RSV antiviral activity via CPE protection, HEp-2 cells, primary 10 µM value included (AID 2391) | HEp-2 cells, RSV-induced CPE inhibition; higher % means a stronger effect | 310,000 tested, 0.13% active | CPE inhibition, % at 10 µM; hits with a dose series show IC50 in µM; in the data active means a potency from the dose series; inconclusive means CPE inhibition mostly from about 23% at the one dose, without a potency; inactive means the rest, 99 in 100 with CPE inhibition below about 21%; further: strong numbers were not always called active
Dengue-2 NS5 capping pilot replicate – recorded beside Dengue-2 NS5 capping, whose call it bears; inhibition, %; measured here: pilot screen replicate inhibition
Numbers without * were called inactive; ? = inconclusive; . = no result given.

SMILES	GPR35 arrestin U2OS	SV40 large T antigen	ER stress rescue	Dengue-2 NS5 capping	LYP inhibition	Rac1 GTP hydrolysis	West Nile virus CPE	PhoP inhibition	RSV antiviral HEp-2	others
Cc1ccc(NS(=O)(=O)c2ccc(C(=O)N3CCC3)cc2)cc1	.	11%	.	-5%	.	9%	.	4%	2.7%
CC12CN(C(=O)c3cccc([N+](=O)[O-])c3)C3(C#N)CC1CCC23C (centres undefined)	16%	12%	.	1%	-4%	4%	-0.3%	-5%	0.4%	Dengue-2 NS5 capping pilot replicate=-0.6
CC1CN(C(=O)/C=C/c2ccc(SC(F)F)cc2)CC(C)O1 (centres undefined)	-5%	6%	.	-3%	-3%	.	-0.9%	13%	1.8%
Cc1ccc2cc(CN(Cc3cccs3)Cc3nnnn3CC3CCCO3)c(=O)[nH]c2c1 (centres undefined)	9%	-3%	2.2%	-4%	7%	6%	-0.5%	11%	1.9%
Cc1nn(CC(=O)NC2CCC(C)CC2)c(=O)c(C#N)c1C (centres undefined)	.	7%	.	3%	.	3%	.	1%	-0.4%
COc1ccccc1NS(=O)(=O)c1cc(NC(=O)C2CCCC2)ccc1N1CCOCC1	-9%	8%	-1.1%	-8%	1%	7%	-1.6%	6%	2.9%
COCCCNC(=O)Cn1nc(-c2ccccc2OC)ccc1=O	6%	-6%	-0.9%	0%	-6%	12%	.	12%	3.1%
COc1cccc(OC)c1C(=O)Nc1ccc(CN2CCCCC2)cc1	2%	8%	1.5%	1%	-7%	8%	0.1%	4%	1.5%
Cc1ccc(S(C)(=O)=O)cc1S(=O)(=O)Nc1ccccc1	-4%	4%	-0.3%	-1%	-4%	9%	0.1%	-5%	2.4%
COc1ccc(-n2c(=S)[nH]c3cc(C(=O)Nc4cc(OC)c(OC)c(OC)c4)ccc3c2=O)c(OC)c1	-4%	8%	0.3%	-9%	0%	8%	1.8%	-5%	4.7%
O=C(NCc1nc2ccccc2[nH]1)c1cccc(S(=O)(=O)N2CCOCC2)c1	-8%	18%	-4.9%	5%	-3%	6%	0.0%	1%	1.2%
COc1ccc2c(c1)C(NC(C)=O)C(=O)N2C (centres undefined)	12%	14%	-0.5%	-3%	-5%	11%	0.1%	0%	0.4%
S=C1NC2(CCCCC2)NN1c1ccccc1	-4%	10%	.	-4%	-11%	3%	-0.1%	-5%	-2.4%
COc1ccc2[nH]c(=O)c(C(=O)O)cc2c1	3%	10%	0.8%	-3%	-10%	-3%	-0.1%	2%	2.1%
COC(=O)c1cccc(S(=O)(=O)N2CCC(C)CC2)c1	-8%	-4%	1.4%	3%	-2%	3%	0.2%	-9%	0.7%
O=C(c1ccco1)N1CCN(C/C=C/c2ccccc2)CC1	4%	33%	-1.0%	-6%	4%	3%	0.1%	4%	0.5%
C#CCN(Cc1ccco1)C(=O)c1cc(COc2ccc(F)cc2Cl)on1	1%	16%	0.9%	-19%	3%	7%	-1.1%	7%	7.4%
O=C(COc1cccnc1[N+](=O)[O-])NCCc1ccc(Cl)cc1Cl	13%	10%	0.7%	-11%	2%	8%	-0.7%	-5%	-0.2%
COC(=O)CSc1nc2c(c(-c3ccc(C)o3)c1C#N)CCCC2	-1%	16%	-1.3%	-12%	2%	10%	0.7%	0%	6.0%
COc1cc(OC)cc(C(=O)NCc2ccc3c(c2)OCO3)c1	18%	0%	.	-9%	-14%	.	-0.5%	16%	-0.2%
CCOC(=O)c1c(NC(=O)CC2Nc3ccccc3NC2=O)sc(C)c1C (centres undefined)	14%	9%	-0.3%	26%	-2%	6%	-1.5%	-21%	2.7%
Cc1cc(C(=O)CN2C(=O)NC(C)(c3cccc(Br)c3)C2=O)c(C)n1Cc1ccco1 (centres undefined)	6%	19%	15%	-14%	4%	5%	-0.4%	13%	?
CCC(NC(=O)Nc1ncccc1C)(C(F)(F)F)C(F)(F)F	2%	6%	-2.7%	-1%	-10%	10%	0.0%	4%	-1.1%
CCS(=O)(=O)Nc1cccc(C(=O)O)c1	-11%	5%	.	.	-4%	.	-0.1%	2%	-0.4%
CC1CCc2sc3ncn4nc(C(=O)NCc5ccco5)nc4c3c2C1 (centres undefined)	-3%	17%	-1.7%	1%	-7%	1%	.	-6%	2.7%
CC(=O)c1c[nH]c(C(=O)NCc2cccc(C(F)(F)F)c2)c1	16%	-8%	.	-5%	-4%	7%	-0.4%	11%	3.3%
COC(=O)CN(C#N)c1nc(SC)nc(N(C)C)n1	-2%	-14%	-2.3%	-2%	-9%	4%	-0.9%	-14%	0.0%
CCOc1cc(CNC)ccc1OCC(=O)NC(C)(C)C	-10%	-4%	1.0%	-3%	-4%	2%	0.2%	1%	0.2%
COc1ccc(CSc2nnnn2-c2ccc(C(N)=O)cc2)cc1[N+](=O)[O-]	10%	-1%	.	-5%	-6%	0%	-0.5%	27%	0.5%
O=C(Nc1ccccc1-c1ccccc1)c1cccc(C(F)(F)F)c1	-2%	7%	-1.9%	-3%	-6%	-2%	-0.6%	-2%	8.4%
Cc1nc2ccccc2n1C(=O)N1CCOCC1	0%	18%	-0.5%	-8%	-3%	7%	.	5%	-0.1%
COc1ccc(Cl)cc1NC(=S)N(CCN1CCOCC1)C1CCN(C(C)=O)CC1	-3%	8%	0.0%	5%	-8%	7%	0.5%	-7%	0.4%
Cc1ccc2cc(C)c3nnc(SCC(=O)Nc4nc5c(s4)CCCC5)n3c2c1	11%	0%	3.2%	.	-7%	.	-0.9%	-12%	.
O=CN1CCN(C(=O)CC(c2ccccc2)c2cc(Br)ccc2O)CC1 (centres undefined)	1%	7%	.	2%	-4%	1%	0.3%	4%	0.1%
COc1cccc(-c2nnc(SCC(=O)NCc3ccc4c(c3)OCO4)n2Cc2ccco2)c1	5%	6%	-0.9%	-5%	4%	-6%	0.1%	-18%	1.1%
Cc1occc(=O)c1O	-4%	8%	-1.5%	-1%	-2%	5%	-0.2%	2%	1.0%
CCN(CC)C(=O)CSc1nnc(-c2ccc(S(=O)(=O)NCc3ccccc3Cl)cc2)o1	0%	12%	-0.5%	-4%	6%	4%	.	9%	-1.7%
COc1ccccc1OCC(=O)Nc1ccc2c(c1)OCO2	7%	16%	.	-3%	-1%	6%	-0.2%	-1%	1.7%
Cc1cc(OCc2ccc(C(=O)Nc3ccc(C(=O)O)cc3)o2)ccc1Cl	5%	26%	.	5%	-3%	8%	-0.7%	4%	?
O=C(CC1CC2CCC1C2)Nc1nc(-c2ccccn2)cs1 (centres undefined)	-9%	10%	-1.9%	-2%	0%	3%	-1.8%	5%	-0.7%
CCOc1ccc(CCNC(=O)c2c(C)nn(-c3ccccc3)c2Cl)cc1OCC	-5%	12%	.	-9%	-6%	3%	-0.8%	0%	6.0%
Cc1cc(Oc2ccc(=O)n(C)n2)nc(SCCOc2ccccc2)n1	1%	-3%	.	0%	-5%	13%	-0.3%	-9%	2.0%
O=C1CN(C(=O)CSc2nc3ccccc3c(=O)n2Cc2ccc(F)cc2)c2ccccc2N1	13%	-2%	3.7%	-5%	-1%	14%	-0.3%	1%	16%
CCOC(=O)C1CCCN(c2cc(NCCCO)c([N+](=O)[O-])c3nonc23)C1 (centres undefined)	-7%	4%	-2.4%	.	1%	.	-0.2%	-2%	0.8%
CCOC(=O)C[N+](CC)(CC)CC#Cc1ccccc1	-3%	3%	18%	-8%	-7%	1%	2.5%	-5%	0.6%
Cc1cc(C)n2cc(COc3ccc4ccccc4c3)nc2n1	-4%	10%	6.0%	4%	-10%	10%	-1.3%	-6%	13%
Cc1cccc(C)c1OCCN1CCCC1	9%	6%	.	3%	-12%	28%	-0.2%	-5%	1.1%
CCSc1nc2ccccc2n1CC(=O)OC	-10%	23%	2.3%	3%	2%	3%	-0.3%	-4%	1.0%
O=C(N/C(=C\c1ccc([N+](=O)[O-])cc1)C(=O)N1CCCCC1)c1ccc(Br)o1	-8%	3%	.	6%	-4%	9%	-0.9%	-4%	-0.4%
CCOc1ccc(NC(=O)c2ccc(Cl)c(NC(=O)c3ccco3)c2)cc1	-20%	7%	.	.	-6%	12%	-0.9%	-5%	1.4%

Other results follow.
SMILES	GPR35 arrestin U2OS	SV40 large T antigen	ER stress rescue	Dengue-2 NS5 capping	LYP inhibition	Rac1 GTP hydrolysis	West Nile virus CPE	PhoP inhibition	RSV antiviral HEp-2	others
CC(=O)Nc1sc(N/N=C\c2ccc(O)cc2)nc1-c1cccs1	-9%	?	.	2%	3%	17%	1.2%	-2%	1.1%
CC1CCC(CN2CCN=C2N(C)C)CC1 (centres undefined)	.	4%	.	1%	.	3%	.	-3%	0.0%
Cc1cc2c(cc1C)N(C(=O)CSc1nncn1C)C(C)(C)c1ssc(=S)c1-2	-8%	28%	4.1%	2%	-1%	8%	-0.7%	-3%	2.1%
COc1cc2ccccc2cc1C(=O)N(CCN(C)C)c1nc2c(F)cc(F)cc2s1	-4%	10%	.	3%	-4%	10%	-0.8%	11%	-2.0%
COc1ccc(NC(=O)CCn2c(=S)[nH]c3ccccc3c2=O)cc1	9%	10%	.	-3%	-8%	3%	-0.8%	-4%	-0.1%
COCCN(C(=O)COC(=O)C1=COCCO1)c1c(N)n(Cc2ccccc2)c(=O)[nH]c1=O	-5%	28%	.	-2%	2%	8%	0.8%	-4%	3.4%
CCOc1ccc2nc(NC(=O)C3CCCN(S(=O)(=O)c4cccc5nonc45)C3)sc2c1 (centres undefined)	16%	0%	-0.4%	-3%	2%	3%	0.7%	-2%	5.7%
Cc1cc(OCC(=O)NNC(=O)c2cccnc2)cc(C)c1Cl	-2%	13%	.	0%	-4%	-3%	-0.2%	-3%	0.6%
O=C(NCc1ccccc1)c1cc2ccc(O)cc2oc1=O	-4%	10%	.	0%	-30%	18%	-0.2%	-1%	0.2%
COc1ccccc1CNC(=O)CCC(=O)N1Cc2cccc(OC)c2Oc2ncccc21	1%	9%	.	-6%	-4%	3%	0.2%	-4%	0.8%
CC1CN(C(=O)CCC(=O)NCc2ccc(Cl)cc2)c2ccccc2S1 (centres undefined)	-2%	.	.	-3%	-14%	1%	-0.2%	.	1.7%
